Screens (PubChem)
MOR-DOR inv ag: inverse agonists of human mu-delta opioid receptor heterodimerization; P35372+P41143; cell-based MOR-DOR heterodimer luminescence, inverse agonism; inhibition, % at 9.3 µM; actives 0.21% (n = 340,000); AID 504357; in the data active = inhibition above about 22%, passing the limit was not always enough;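 note: 0% = cells with DMSO and 100% = wells without cells with DMSO; values of inactives mirror those of a sister screen read the other way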
PKA-R1A act: activates the PKA-R1A holoenzyme complex | P00514+P68181 | PKA-R1A dissociation, Cy5-IP20 fluorescence polarization; scaled: DMSO 0%, 113 µM cGMP 100% | activation, % at 11.4 µM | actives 0.083% (n = 340,000);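 active = percent activation above the mean of all tested compounds plus 3 SD, cut at about 19% in these data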;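 note: higher means more PKAc released from R1A so a rise in polarization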
DAGLB inh: blocks human DAGLB lipase activity. AID 504411. inhibition, % at 5.17 µM. actives 0.059% (n = 340,000). Q8NCG7. HEK293T DAGLB membrane lysate, EnzChek fluorogenic substrate; in the data active = inhibition above about 34%;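 note: 0% = enzyme with vehicle and 100% = wells lacking enzyme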
Target sequence (Q8NCG7 whole entry, looked up): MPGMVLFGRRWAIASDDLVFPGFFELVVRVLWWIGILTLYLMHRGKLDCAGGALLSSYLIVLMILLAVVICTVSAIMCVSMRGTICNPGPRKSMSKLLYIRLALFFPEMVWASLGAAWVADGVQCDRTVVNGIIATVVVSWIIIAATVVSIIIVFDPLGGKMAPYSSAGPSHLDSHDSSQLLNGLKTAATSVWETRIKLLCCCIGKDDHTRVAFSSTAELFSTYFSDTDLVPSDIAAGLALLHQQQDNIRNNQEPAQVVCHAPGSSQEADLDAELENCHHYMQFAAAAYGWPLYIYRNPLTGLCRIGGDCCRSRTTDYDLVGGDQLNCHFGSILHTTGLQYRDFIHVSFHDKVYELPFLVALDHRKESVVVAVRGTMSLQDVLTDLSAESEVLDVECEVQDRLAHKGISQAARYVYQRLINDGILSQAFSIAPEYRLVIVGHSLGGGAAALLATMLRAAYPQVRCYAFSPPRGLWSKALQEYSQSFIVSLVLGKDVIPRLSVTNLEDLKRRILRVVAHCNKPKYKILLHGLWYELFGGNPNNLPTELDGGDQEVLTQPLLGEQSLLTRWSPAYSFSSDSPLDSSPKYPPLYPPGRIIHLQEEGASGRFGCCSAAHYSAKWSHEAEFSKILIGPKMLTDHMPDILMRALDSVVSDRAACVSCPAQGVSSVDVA
DSG3 Ab inh: human desmoglein-3 autoantibody binding inhibition; P32926; DSG3-coupled beads, scFv-anti-DSG3-GFP binding, flow cytometry; active compounds read low; binding (percent of control), % at 10 µM; actives 0.48% (n = 310,000);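 active = binding more than 3 SD below its plate's average and above zero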;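 note: hits lower antibody fragment binding to DSG3; some compounds called inactive have numbers as strong as hits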
V-ATPase pHluor: yeast V-ATPase proton transport regulation by pHLuorin; S. cerevisiae, pHLuorin cytosolic pH fluorescence; response, % at 10 µM; actives 0.37% (n = 350,000); AID 504577; in the data active = response mostly above about 7.3%, no sharp cut-off; inactive = mostly below about 5.4%; note: actives read high; inactives centre near 0; some compounds called inactive have numbers as strong as hits; reference of the scale not given here
HTR5A ag ctr: HTR5A agonism, opioid heterodimer counter-screen; HTR5A agonist assay, luminescence, cell-based; activation, % at 9.3 µM; actives 0.61% (n = 340,000); P47898; AID 504692; in the data active = activation mostly above about 9.5%, no sharp cut-off; inactive = mostly below about 7.6%;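 note: 0% = cells with vehicle only and 100% = reference agonist; strong numbers were not always called active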
Target sequence (P47898 whole entry, looked up): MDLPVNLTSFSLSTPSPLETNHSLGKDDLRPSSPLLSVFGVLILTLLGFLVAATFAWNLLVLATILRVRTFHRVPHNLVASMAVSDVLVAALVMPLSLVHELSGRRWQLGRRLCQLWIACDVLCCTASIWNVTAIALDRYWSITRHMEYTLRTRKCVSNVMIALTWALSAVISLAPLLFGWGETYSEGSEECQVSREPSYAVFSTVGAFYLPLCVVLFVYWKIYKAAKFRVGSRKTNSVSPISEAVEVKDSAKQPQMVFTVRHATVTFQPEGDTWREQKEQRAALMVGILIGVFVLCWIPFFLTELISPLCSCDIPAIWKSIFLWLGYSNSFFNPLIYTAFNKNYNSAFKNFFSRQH
HTR5A inv ctr: HTR5A inverse agonism, opioid heterodimer counter-screen. P47898. HTR5A cell line, luminescence. inhibition, % at 9.3 µM. actives 0.083% (n = 340,000). AID 504634; in the data active = inhibition mostly above about 23%, no sharp cut-off; inactive = mostly below about 18%;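 note: 0% = cells with DMSO and 100% = no-cell wells with DMSO; some compounds called inactive have numbers as strong as hits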
PKA-R2B act: activators of human PKA-R2B complex | activation, % at 11.4 µM | PKA-R2B holoenzyme dissociation, Cy5-IP20 fluorescence polarization; R2B truncated from residue 108, S112A mutant; 0% DMSO only, 100% 113 µM cGMP | P22694+P31323 | actives 0.079% (n = 340,000);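 active = activation above a cutoff set at the mean over all compounds plus 3 SD, cut at about 18% in these data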;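 note: higher means more holoenzyme dissociation and a rise in polarization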
Arr AP2 block: blocks beta-arrestin peptide binding to AP2 adaptin. AID 504490. FITC-arrestin peptide / GST-AP2 beads, flow cytometry; AP2 beta2 appendage carries R879A mutation. actives 0.31% (n = 340,000). inhibition, % at 10 µM;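 active = inhibition above a set limit, near 3 SD of compounds lacking own fluorescence, cut at about 54% in these data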;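 note: plate controls were DMSO wells for no effect and 5 µM unlabelled arrestin peptide for full effect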
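Material – GST-tagged AP2 beta2-adaptin appendage (R879A) on 4 µm glutathione beads · Probe or stimulus – fluorescein-tagged arrestin peptide at 50 nM final · Timing – 12 min plus 1 h, RT · Detection – bead flow cytometry, FITC channel · Read-out basis – inhibition as reduced fluorescein signal on beads, percent · Medium – PBS plus Tween 20 (0.05%) and BSA (0.1%)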
OPRM1-OPRD1 ag: OPRM1-OPRD1 heterodimerization agonism. P35372+P41143. cells, luminescence. activation, % at 9.3 µM. actives 0.3% (n = 340,000). AID 504326; in the data active = activation above about 18%;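 note: 0% = vehicle-treated cells and 100% = reference agonist; values of inactives mirror those of a sister screen read the other way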
* marks the source's active call; other numbers are inactive results; x = no result given.

SMILES	MOR-DOR inv ag	PKA-R1A act	DAGLB inh	DSG3 Ab inh	V-ATPase pHluor	HTR5A ag ctr	HTR5A inv ctr	PKA-R2B act	Arr AP2 block	OPRM1-OPRD1 ag
CCOC(=O)N/N=C/c1cn(CCCOc2ccccc2)c2ccccc12	-18	-7	2	97	0	0	-7	-8	-3	2.9
CCCCn1c(N)c(Br)c(=O)[nH]c1=O	12	-8	2	104	-1	0	11	0	32	-2.4
CC(C)c1nc(-c2c(N)n(C)c(=O)n(C)c2=O)sc1C(=O)C(C)(C)C	16	2	-4	x	-1	1	-2	9	14	-2.6
Nc1ccc2c(c1)N=[N+]([O-])c1cc(N)ccc1C2	12	-11	-1	87	4	-3	12	2	7	-2.3
Cc1cccc(N2CC(C(=O)Nc3nnc(SCC(=O)Nc4nccs4)s3)CC2=O)c1 (stereo unspecified)	6	-9	1	94	-4	2	-13	-4	34	-1.2
Clc1ccc(CSc2nncn2-c2ccccn2)cc1	10	0	2	102	1	-2	6	0	5	-1.9
CCC(C(=O)Oc1c(C(C)C)cccc1C(C)C)c1ccccc1 (stereo unspecified)	-1	-4	-2	106	1	1	12	8	2	0.1
N/C(=N\OC(=O)CC1CCCCC1)c1ccccn1	6	-4	-1	111	3	5	-13	1	17	-1.1
O=C(Nc1ccc(Br)cn1)c1cccc2ccccc12	10	-4	-6	112	3	1	-6	-5	5	-1.9
O=C(NNC1=C(C(=O)C(F)(F)F)CCC1)c1ccc(Br)cc1	-3	-6	-22	102	2	-3	10	-7	-5	0.5
CC1=C(C(=O)O)N2C(=O)C(NC(=O)c3ccccc3Cl)C2SC1 (stereo unspecified)	17	6	-1	86	1	2	-8	-6	0	-3.1
CCC(=O)Nc1cccc(NC(=O)c2ccc(C)cc2Cl)c1	2	11	0	x	16*	6	19	7	44	-0.4
CCOc1ccc(C2SCC(=O)N2c2c(C)n(C)n(-c3ccccc3)c2=O)cc1 (stereo unspecified)	13	-2	1	105	1	2	-2	7	6	-2.3
CCOc1ccc(-c2nnn(CC(=O)Nc3cc(OC)cc(OC)c3)n2)cc1OCC	-26	8	-7	101	-6	3	-6	-4	1	4.5
O=C(NCCNC(=O)c1ccccc1Cl)c1ccco1	0	-3	-2	95	-1	0	-20	-14	0	0.1
N#Cc1c(N)[nH]c(=S)c(C#N)c1-c1ccccc1	12	-6	-1	94	1	0	6	8	5	-2.4
O=C(Cn1cnc2c(oc3ccccc32)c1=O)NCCc1ccccc1	9	4	-4	84	1	3	-2	2	4	-1.7
COCCn1c(SCC(=O)N2CCCC2=O)nnc1-c1ccncc1	x	0	-4	107	-1	x	x	-1	x	x
COc1ccc(CN(CC(=O)NCCC(C)C)C(=O)CCC(=O)Nc2nccs2)cc1	12	-4	-1	106	6	2	-15	-11	-1	-2.4
O=C(NC(=S)N1CCN(c2ccc([N+](=O)[O-])cc2)CC1)c1ccc(F)cc1	8	-11	2	96	0	2	-7	-13	4	-1.5
Cc1ccc(CNC(=O)CCS(=O)(=O)c2cc3c(cc2Cl)NC(=O)CO3)cc1	9	-1	1	96	-2	0	4	-3	3	-1.8
Cc1c(Cl)cccc1NC(=S)N1CCC(C(N)=O)(N2CCCCC2)CC1	-5	-11	-1	91	-1	-4	9	8	15	1.0
Nc1nc(OCC(F)(F)F)cc(Oc2ccccc2F)n1	-12	-2	-3	103	-1	6	-4	-8	3	2.3
COc1ccc(CCNS(=O)(=O)c2ccc(C(=O)NCc3ccco3)cc2)cc1OC	13	-15	-3	99	4	-1	8	-4	1	-2.2
O=C(NCc1cccnc1)C(=O)C1C(=O)Nc2ccccc21 (stereo unspecified)	11	5	-5	85	7	4	-24	4	-4	-2.2
CC(=O)Nc1ccc2c(c1)CCc1ccccc1-2	13	1	-2	93	-5	3	-13	7	10	-2.3
Nc1nnc(SCC(=O)Nc2cc(S(=O)(=O)N3CCOCC3)ccc2Cl)s1	7	0	1	114	8	2	-33	11	16	-1.5
CS(=O)(=O)N(CC(=O)NCC1CCCO1)c1cc(Cl)cc(Cl)c1 (stereo unspecified)	5	6	2	123	-4	6	-4	2	-6	-0.9
CCOC(=O)C1CCN(C(=O)C(C)Sc2nnc3ccccn23)CC1 (stereo unspecified)	6	-6	-1	99	8	2	-8	-11	4	-1.5
Cc1cccc(NC(=S)/N=C(\N)Nc2nc(C)c3ccc(C)cc3n2)c1	13	2	1	103	0	-3	14	-6	-10	-2.2
COc1ccccc1NS(=O)(=O)c1cc(NC(=S)NCCN2CCOCC2)ccc1N1CCOCC1	4	-1	5	122	-1	3	15	-9	-61	-0.7
CC1(C)Cc2c(sc3nc(SCC(=O)NCc4ccco4)n(-c4ccccc4)c(=O)c23)CS1	12	2	3	99	0	-1	4	-1	14	-2.5
O=C1c2ccccc2S(=O)(=O)N1CC1CC(c2ccccc2Cl)=NO1 (stereo unspecified)	12	-3	-3	107	1	-3	-14	-6	0	-2.4
CN1C(=O)CSc2ccc(NC(=O)NCc3ccccc3)cc21	-16	3	-1	104	2	-2	4	2	8	2.3
O=C(Cc1ccccc1)NNS(=O)(=O)c1ccc(F)cc1	2	2	1	95	2	-5	13	-5	7	-0.3
CCOc1ccc(CN(C(=O)c2oc3cc(C)ccc3c2C)C2CCS(=O)(=O)C2)cc1 (stereo unspecified)	-28	-12	-1	91	-1	2	0	-14	-14	5.4
CCCOC(=S)NC(=O)c1sc2ccccc2c1Cl	11	-1	0	104	2	-3	15	12	9	-2.1
CN(C)c1cc(O)c(C(=S)Nc2ccccc2)c(N(C)C)c1	-9	-5	-1	105	1	-1	-20	-2	9	1.6
CN(C(=O)CCl)C1CCCc2ccccc21 (stereo unspecified)	11	3	-4	97	-1	9	-14	-6	-33	-2.3
COC(=O)c1ccc(NC(=O)c2ccccc2NS(=O)(=O)c2ccccc2)cc1	-5	1	5	100	5	4	19	-4	2	1.0
NC(=O)CC(NC(=O)Cc1ccc(Br)cc1)c1ccc(NCCc2ccccc2F)c([N+](=O)[O-])c1 (stereo unspecified)	16	14	19	100	-3	9	-26	-3	9	-2.8
COc1ccccc1Cn1c(=S)[nH]c2cc(C(=O)NCCCN3CCOCC3)ccc2c1=O	5	-2	1	x	6	-1	4	-1	3	-0.9
O=[N+]([O-])c1ccccc1CNCCCCCO	20	0	0	102	1	5	-16	-3	3	-3.5
O=C(NCc1ccccc1)C1CCN(S(=O)(=O)N2CCOCC2)CC1	-9	6	-1	109	1	0	25	7	4	1.7
C=C(C)COc1ccc(-c2[nH]ncc2-c2ccccc2OC)c(O)c1	-65	-2	-8	95	3	4	-17	-16	-7	11
Cc1ccn2c(Nc3ccccc3C)c(-c3ccncc3)nc2c1	21	4	1	120	-4	-1	28	5	26	-3.8
Cc1ccccc1N(CC(=O)NCCc1ccccc1)C(=O)CCC(=O)Nc1ccccn1	7	-10	1	x	8	-5	-5	-12	4	-1.0
O=C(Nc1ccn(CC(=O)N2CCN(c3ccccn3)CC2)c(=O)n1)OCc1ccccc1	9	4	5	100	3	6	2	-3	18	-2.0

Quoted at random: two entries already listed.
SMILES	MOR-DOR inv ag	PKA-R1A act	DAGLB inh	DSG3 Ab inh	V-ATPase pHluor	HTR5A ag ctr	HTR5A inv ctr	PKA-R2B act	Arr AP2 block	OPRM1-OPRD1 ag
C=C(C)COc1ccc(-c2[nH]ncc2-c2ccccc2OC)c(O)c1	-65	-2	-8	95	3	4	-17	-16	-7	11
COc1ccccc1Cn1c(=S)[nH]c2cc(C(=O)NCCCN3CCOCC3)ccc2c1=O	5	-2	1	x	6	-1	4	-1	3	-0.9

Remaining list, next part:
SMILES	MOR-DOR inv ag	PKA-R1A act	DAGLB inh	DSG3 Ab inh	V-ATPase pHluor	HTR5A ag ctr	HTR5A inv ctr	PKA-R2B act	Arr AP2 block	OPRM1-OPRD1 ag
O=C(CCOc1ccccc1)Nc1ccc(S(=O)(=O)N2CCCC2)cc1	7	-10	-5	x	-1	5	12	-2	7	-1.7
CCOc1ccc(C(=O)NCC(=O)Nc2ccc(N3CCOCC3)cc2)cc1OCC	2	5	1	98	1	10	-26	8	6	-0.3
O=C(Nc1ccc(S(=O)(=O)N2CCc3ccccc3C2)cc1)c1ccccc1	-31	-2	-3	103	1	3	-44	-8	-1	5.9
CCOC(=O)Cc1nnc(Nc2cc(C)ccc2C)c2ccccc12	4	-2	-1	91	5	2	-5	-14	-6	-0.6
O=C(NCc1ccccn1)C12CC3CC(CC(C3)C1)C2	6	-1	2	105	6	-1	-1	-14	0	-1.3
Cc1ccc(C(=O)NNC(=O)c2n[nH]c(=O)c3ccccc23)cc1C	3	-8	-3	99	1	1	-5	-17	-4	-0.5
O=C(NCc1cccnc1)NC1CCCN1S(=O)(=O)c1ccc(Cl)cc1 (stereo unspecified)	11	-2	2	104	-1	-6	15	-1	-5	-2.0
CCOC(=O)c1c(C)[nH]c(C)c1C(=O)COC(=O)C1CCCN1S(=O)(=O)c1ccccc1F (stereo unspecified)	0	-5	0	84	0	7	-12	-3	9	0.1
CC(C)CNC(=S)N1CCC(C(=O)c2ccc(Cl)cc2)CC1	x	-5	-2	101	1	x	x	-5	x	x
NC(=O)CSc1nnc(Cn2c(=O)sc3ccccc32)n1-c1cccc(Cl)c1	-3	0	0	100	-4	-2	-19	-7	35	0.6
COc1cccc(OCC(=O)Nc2ccncc2)c1	-2	7	1	102	-1	-2	8	-2	-2	0.4
CCC(C(=O)Nc1ccc2c(c1)OCCO2)n1c(=O)[nH]c2ccccc2c1=O (stereo unspecified)	0	-6	6	99	3	2	-3	7	21	-0.1
CCc1ccccc1NC(=O)c1cc(-c2ccc3c(c2)OCO3)on1	12	-5	0	111	-4	5	-14	3	-2	-2.3
CCN=C(Nc1ccc(Cl)cc1)c1cccnc1	6	7	1	x	-3	-1	4	-1	-2	-1.3
CSc1cccc(NC(=O)C(C)NS(=O)(=O)c2ccc(F)cc2)c1 (stereo unspecified)	13	2	0	91	-3	2	-7	-6	1	-2.4
Cc1ccc(C(NC(=O)N2CCCC2)C(Cl)(Cl)Cl)cc1F (stereo unspecified)	8	0	2	85	2	4	10	-14	5	-1.7
COc1ccccc1CC(=O)Nc1ccc2nc(C)sc2c1	-1	-4	-1	98	2	4	-15	-1	3	0.2
O=C(CN1CCC(C(=O)c2ccc3c(c2)OCCO3)CC1)Nc1ccccc1F	-2	9	-3	111	1	7	-10	-1	5	0.4
CCOC(=O)c1sc(NC(=O)c2c(OC)cccc2OC)nc1C	17	-7	2	111	1	0	-1	9	18	-3.0
CCCn1c(N)cc(=O)n(CCC)c1=O	6	18	-1	94	-1	0	-10	2	8	-1.2
Cc1ccc(NCc2nnc(SCC(=O)Nc3cc(C)on3)n2C)cc1	-2	14	-3	x	8	-4	14	8	21	0.5

Taken from above.
Under DSG3 Ab inh, O=C(NCc1cccnc1)C(=O)C1C(=O)Nc2ccccc21 (stereo unspecified) is entered as 85
Under DAGLB inh, CCc1ccccc1NC(=O)c1cc(-c2ccc3c(c2)OCO3)on1 is entered as 0
Under DSG3 Ab inh, O=C(Nc1ccn(CC(=O)N2CCN(c3ccccn3)CC2)c(=O)n1)OCc1ccccc1 is entered as 100
